SMARCA2 activ: activators of SMARCA2 function | MG213 cells, MMTV-luciferase reporter, dexamethasone, overnight | activation, % at 9.1 µM | 1% of 370,000 active | AID 652017; in the data active means activation above about 7.8%;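 further: 0% = vehicle wells and 100% = reference activator wells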
DAX1 inh-1: inhibits human nuclear receptor DAX1 | P51843 | HEK293 Gal4-DAX1 luciferase reporter, luminescence | inhibition, % at 6.75 µM | 0.99% of 340,000 active | AID 504766;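 active means inhibition above the mean over all tested compounds plus 3 SD, cut at about 4.2% in these data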;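 further: 0% = DAX1-transfected cells with DMSO and 100% = empty-vector control cells with DMSO; inhibition shows as a rise in luminescence from relieved DAX1 repression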
ADAM17 inh: inhibits human ADAM17; 0.83% of 370,000 active; P78536; inhibition, % at 6.95 µM; recombinant ADAM17, EDANS/DABCYL FRET peptide cleavage;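 active means inhibition above the mean of compounds lying between control limits plus 3 SD, set per campaign, cut at about 8.5% in these data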;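 further: 0% = DMSO-only wells as the low control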
hcDAF-12 act: H. contortus DAF-12 activation, primary screen; AID 652067; activation, % at 6.8 µM; HEK293 hcDAF-12 lit1-tk-luc reporter, luminescence; 0% DMSO, 100% Δ7-dafachronic acid; 1.4% of 370,000 active;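 active means activation above the mean of all tested compounds plus 3 SD, cut at about 5.5% in these data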;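 further: 100% = response to 3 µM Δ7-dafachronic acid high control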
DAX1 inh-2: DAX1 (NR0B1) inhibition, primary screen. HEK293T StAR-luciferase reporter, SF-1/DAX-1 repression relief. inhibition, % at 6.8 µM. 1.1% of 370,000 active. AID 652010;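 active means inhibition above the mean over all tested compounds plus 3 SD, cut at about 3.6% in these data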;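 further: 0% = DAX-1 cells with DMSO and 100% = cells lacking DAX-1 with DMSO; higher inhibition means more luminescence from relief of DAX-1 repression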
PLC-gamma1 inh: PLC-gamma1 (human) inhibition, primary screen; 0.84% of 370,000 active; P19174; inhibition, % at 12.2 µM; purified PLC-gamma1, fluorogenic substrate, fluorescence; AID 720700; in the data active means inhibition above about 9.5%
Target sequence (P19174 whole entry, looked up): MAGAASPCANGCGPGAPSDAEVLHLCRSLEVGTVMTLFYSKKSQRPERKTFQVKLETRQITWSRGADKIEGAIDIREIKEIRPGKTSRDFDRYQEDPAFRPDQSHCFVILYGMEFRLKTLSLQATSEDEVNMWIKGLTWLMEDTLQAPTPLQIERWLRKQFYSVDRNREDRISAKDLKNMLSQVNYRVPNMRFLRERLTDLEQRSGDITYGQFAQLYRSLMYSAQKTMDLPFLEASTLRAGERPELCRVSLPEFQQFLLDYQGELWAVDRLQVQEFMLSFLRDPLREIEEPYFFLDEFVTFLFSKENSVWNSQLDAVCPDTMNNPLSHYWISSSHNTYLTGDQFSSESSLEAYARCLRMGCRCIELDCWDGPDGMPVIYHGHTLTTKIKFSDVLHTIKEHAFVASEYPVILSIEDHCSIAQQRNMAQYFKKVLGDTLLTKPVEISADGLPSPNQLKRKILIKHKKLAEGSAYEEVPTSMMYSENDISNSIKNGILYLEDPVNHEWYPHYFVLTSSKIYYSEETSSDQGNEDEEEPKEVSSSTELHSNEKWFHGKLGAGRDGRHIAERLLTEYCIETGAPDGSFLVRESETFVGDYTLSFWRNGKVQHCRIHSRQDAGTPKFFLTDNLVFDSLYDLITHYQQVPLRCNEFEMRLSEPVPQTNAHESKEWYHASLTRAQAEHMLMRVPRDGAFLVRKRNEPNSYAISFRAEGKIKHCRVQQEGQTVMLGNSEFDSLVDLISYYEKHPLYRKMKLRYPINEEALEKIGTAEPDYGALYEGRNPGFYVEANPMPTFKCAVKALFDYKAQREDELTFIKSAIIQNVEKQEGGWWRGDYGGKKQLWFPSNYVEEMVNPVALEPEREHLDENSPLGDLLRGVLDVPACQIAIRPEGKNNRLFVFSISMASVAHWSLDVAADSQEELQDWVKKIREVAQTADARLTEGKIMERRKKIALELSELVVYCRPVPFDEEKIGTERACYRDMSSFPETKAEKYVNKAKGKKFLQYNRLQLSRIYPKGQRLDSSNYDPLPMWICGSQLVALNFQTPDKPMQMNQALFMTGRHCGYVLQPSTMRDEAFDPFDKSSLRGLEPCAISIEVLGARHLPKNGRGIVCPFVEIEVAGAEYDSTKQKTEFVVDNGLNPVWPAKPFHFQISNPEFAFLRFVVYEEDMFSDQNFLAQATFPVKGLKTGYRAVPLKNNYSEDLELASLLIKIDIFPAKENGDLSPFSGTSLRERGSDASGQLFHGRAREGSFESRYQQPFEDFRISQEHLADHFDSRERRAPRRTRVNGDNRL
NR1D1 modulator: Rev-erb alpha (human) modulation | 0.79% of 370,000 active | activity, % at 10 µM | AID 1259318 | Rev-erbα–FITC-DNA binding, fluorescence polarization, 90 min | P20393;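 active means activity above about 14%, limit read from the data; passing the limit was not always enough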;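 further: 0% = DMSO wells with 35 nM protein and 100% = DMSO wells with 750 nM protein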
MBD2 DNA inh: MBD2-methylated oligo binding inhibition | TR-FRET, MBD2 binding to methylated oligonucleotide | Q9UBB5 | inhibition, % at 4.4 µM | AID 686964 | 0.31% of 370,000 active; in the data active means inhibition above about 13%
PLCb3 inh: blocks human PLC-beta3 enzyme activity; Purified PLC-beta3, fluorogenic substrate, fluorescence; inhibition, % at 12.2 µM; Q01970; 0.18% of 370,000 active; in the data active means inhibition above about 11%;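 further: 0% = median of compound wells on plate and 100% = full blocker control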
ssDAF12 agonist: S. stercoralis DAF-12 activation, primary screen; HEK293 ssDAF-12/GRIP1 lit1-tk-luc reporter, luminescence; % of 3 µM dafachronic acid response; activation, % at 6.8 µM; 1% of 370,000 active; AID 652126;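 active means activation above the mean over all tested compounds plus 3 SD, cut at about 0.9% in these data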;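 further: 0% = DMSO-only wells and 100% = 3 µM delta7-dafachronic acid wells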
hgDAF-12 ag: activates the H. glycines DAF-12 receptor ligand-binding domain; HEK293 GAL4-hgDAF12 UAS-luciferase reporter, agonist luminescence; normalized to butyrate control; activation, % at 6.8 µM; 1.8% of 370,000 active; AID 687014;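 active means activation above a cutoff set at the mean of all screened compounds plus 3 SD, cut at about 10% in these data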;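 further: 0% = DMSO wells and 100% = sodium butyrate wells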
An asterisk follows results filed as active; i = inactive; x = no result given; & = joins results of further samples.

Values run as follows: SMARCA2 activ, DAX1 inh-1, ADAM17 inh, hcDAF-12 act, DAX1 inh-2, PLC-gamma1 inh, NR1D1 modulator, MBD2 DNA inh, PLCb3 inh, ssDAF12 agonist, hgDAF-12 ag
> Nc1nonc1-n1nnc(C(=O)N/N=C/c2ccccc2Cl)c1-c1ccc2c(c1)OCO2
 : -2.5, 0.2, 0.6, 0.5, 0.5, -1.6, 5.8, -0.1, -11.5, -1.1, 0.8
> Cc1noc(COc2ccccc2OCC(N)=O)c1Cl
 : 1.1, -0.7, 1.1, 0.4, 0.7, 0.1, 4.1, -4.2, 1.3, -0.5, -0.6
> COc1cc(NC(=O)C2CC3CCC2C3)c(OC)cc1Cl (stereo not drawn)
 : -4.4, 1.1, -2.2, 2.5, -0.3, -0.5, -1.2, 3.3, 0.8, -0.5, -0.6
> O=C(COc1cccc2c1CCNC2=O)Nc1cccc(F)c1
 : -1.4, 0.2, -1.0, -1.5, -1.9, -1.1, -0.9, 2.1, 2.1, -1.0, 0.1
> OC(c1ccc(F)c(F)c1)c1ncc(-c2ccc(F)cc2)[nH]1 (stereo not drawn)
 : 1.7, x, 3.0, 1.1, -0.1, 3.3, 3.2, -3.0, 0.3, -1.4, 0.2
> CCOC(=O)C1=CCN(S(=O)(=O)c2cccc(Cl)c2)C1c1ccc(Br)cc1 (stereo not drawn)
 : -4.2, x, 4.4, 0.3, -0.6, -0.5, -2.7, -0.9, 2.6, -1.4, -1.5
> CC(C)(C)OC(=O)C[C@H]1C/C=C\C[C@@H](CC(=O)NCCO)C(=O)N[C@H](C(C)(C)C)COC1=O
 : 3.0, 0.1, -0.6, 0.3, 1.3, -0.3, 2.8, 13.1, 3.0, -0.6, -2.4
> CCc1nc2cc(CC(=O)O)ccc2o1
 : -0.3, 1.0, -2.1, -1.6, -0.1, 1.5, -6.6, 1.1, 4.4, -1.0, 0.0
> CC(C)c1nc(CNC(=O)CC2C(=O)NCCN2Cc2ccc(F)cc2Cl)cs1 (stereo not drawn)
 : 0.4, 0.4, -11.0, -0.2, -0.4, -57.4, 1.7, 0.7, -26.9, -1.1, 0.6
> CC12CN(C(=O)c3ccco3)CC(c3ccccc3)(CN(C(=O)c3ccco3)C1)C2=O
 : -1.4, 0.2, -5.7, -0.4, -0.1, -1.8, 4.6, 3.4, -1.4, -1.4, 1.2
> CN1/C(=C\C=C2/C(=O)Oc3ccccc3C2=O)C(C)(C)c2ccccc21
 : 2.7, x, 0.1, 0.1, -0.2, -9.4, 58.8*, -10.5, -4.2, -1.1, -0.4
> CC1(c2ccccc2)NC(=O)N(CC(=O)N2CCOCC2)C1=O (stereo not drawn)
 : -3.4, -0.8, 4.8, -2.1, -0.6, 4.0, -1.4, 5.0, 10.0, -1.2, 1.8
> CNC(=O)CSc1nc2cc(S(=O)(=O)Nc3ccccc3OC)ccc2o1
 : -3.0, 0.8, -4.8, -0.3, -0.4, 1.6, -1.9, 2.5, -9.4, -0.1, -3.0
> CC1C/C(=C\c2ccccc2[N+](=O)[O-])c2nc3ccccc3c(C(=O)O)c2C1 (stereo not drawn)
 : -3.5, -1.5, -5.2, -0.5, 0.0, -23.8, -6.3, -9.5, -51.2, -1.5, -1.4
> NC(=O)C1CCN(C(=S)NC2CC3C=CC2C3)CC1 (stereo not drawn)
 : -0.2, 1.2, -3.6, -0.3, -0.3, 4.4, -1.7, 2.2, -7.2, -0.7, 0.5

An excerpt of these results, with bars between the fields:
molecule | SMARCA2 activ | DAX1 inh-1 | ADAM17 inh | hcDAF-12 act | DAX1 inh-2 | PLC-gamma1 inh | NR1D1 modulator | MBD2 DNA inh | PLCb3 inh | ssDAF12 agonist | hgDAF-12 ag
CC12CN(C(=O)c3ccco3)CC(c3ccccc3)(CN(C(=O)c3ccco3)C1)C2=O | -1.4 | 0.2 | -5.7 | -0.4 | -0.1 | -1.8 | 4.6 | 3.4 | -1.4 | -1.4 | 1.2
CN1/C(=C\C=C2/C(=O)Oc3ccccc3C2=O)C(C)(C)c2ccccc21 | 2.7 | x | 0.1 | 0.1 | -0.2 | -9.4 | 58.8* | -10.5 | -4.2 | -1.1 | -0.4

Following part.
Values run as follows: SMARCA2 activ, DAX1 inh-1, ADAM17 inh, hcDAF-12 act, DAX1 inh-2, PLC-gamma1 inh, NR1D1 modulator, MBD2 DNA inh, PLCb3 inh, ssDAF12 agonist, hgDAF-12 ag
> Nc1ccccc1SCC(=O)Nc1nc(-c2ccccc2)cs1
 : 1.6, -0.1, -3.9, -1.9, 0.6, -2.2, 0.3, 4.5, -1.2, -1.2, -2.9
> COc1cccc(NC(=S)N2CCCN(Cc3ccc(F)cc3)C2)c1
 : -2.1, -0.4, -2.2, -1.5, 0.2, 3.2, 6.9, -0.4, -0.4, -1.5, 3.8
> COc1ccc(-n2c(C)cc(/C=C(\C#N)C(=O)NCc3ccco3)c2C)cc1
 : 1.0, -0.7, -2.7, -0.8, -0.4, 2.8, -0.7, -3.9, 1.1, -0.2, -0.6
> COc1ccc(N2CCN(C(=O)c3ccc4ccccc4n3)CC2)cc1
 : 0.5, 0.9, -0.1, 0.5, 0.5, 3.7, -2.0, -0.2, 1.1, -0.3, 2.9
> CCOC(=O)c1c(C)nc(C)c2c(=O)oc3ccccc3c12
 : 2.9, 0.7, -0.4, -0.5, -0.7, -3.8, 0.4, 0.9, 1.8, -1.1, 4.8
> O=C(Nc1ccc(F)c(F)c1)C1CCCN(S(=O)(=O)c2cccc3nonc23)C1 (stereo not drawn)
 : 0.2, -0.2, -0.7, -1.1, -0.3, 1.8, -0.9, 0.2, -3.1, -0.9, -0.7
> CCOC(=O)c1cc2occc2n1CCCN1C(=O)c2ccccc2C1=O
 : -1.4, -0.6, 6.8, 0.3, 0.4, 2.0, -0.5, 6.2, 2.8, -0.9, -2.4
> CCn1c(CCNC(=O)c2cccs2)nnc1SCC(=O)Nc1nc(-c2ccccc2)cs1
 : -4.9, 0.5, -1.5, -0.7, 0.1, -1.8, -1.3, -1.2, -0.6, -1.3, -1.6
> COc1ccc(OC)c(C(=O)COC(=O)CN2C(=O)NC3(CCCCC3C)C2=O)c1 (stereo not drawn)
 : -0.6, 0.1, 0.7, -1.2, -0.8, -20.2, -1.3, 4.1, -20.1, -0.8, -0.1
> O=C(c1ccc(C(=O)N2CCOCC2)nc1)N1CCOCC1
 : -0.7, 1.6, 0.8, 0.7, 0.1, 0.4, 2.0, 1.7, 2.0, -1.2, 0.6
> CC(=O)N1CCN(S(=O)(=O)c2cccc(C(=O)NC3CCCC3)c2)CC1
 : -0.6, 0.8, -2.2, -0.1, -1.6, -0.8, 1.3, -5.2, 1.9, -0.4, 2.1
> COCCn1c(C)cc(C(=O)COC(=O)c2ccc3ncsc3c2)c1C
 : 3.0, 1.0, -0.9, 0.3, 1.4, -0.2, -5.3, -1.5, -0.7, -0.6, 7.2
> CCOC(=O)[C@@]12CCCC3=C1N(CCC3)C(=O)[C@H]2CC(=O)NCc1cccs1
 : -2.0, x, -1.4, 0.1, -1.0, 0.6, 0.2, 3.0, 0.8, -1.3, -1.0
> CCOC(=O)N1CCN(S(=O)(=O)c2ccc(C(=O)Nc3ccc(F)cc3F)cc2)CC1
 : -3.1, -1.4, 0.0, -0.2, -2.0, 6.5, 2.4, -0.5, 0.7, -0.9, 3.9
> C[C@H](CO)N1C[C@H](C)[C@@H](CN(C)S(=O)(=O)c2cn(C)cn2)Oc2c(NS(=O)(=O)c3cccs3)cccc2C1=O
 : 2.8, 0.3, -0.2, 0.1, 0.4, 4.5, -13.8, -6.8, 1.6, -0.1, 1.9

(next part)
Values run as follows: SMARCA2 activ, DAX1 inh-1, ADAM17 inh, hcDAF-12 act, DAX1 inh-2, PLC-gamma1 inh, NR1D1 modulator, MBD2 DNA inh, PLCb3 inh, ssDAF12 agonist, hgDAF-12 ag
> CN(Cc1cnn(C)c1)C(=O)c1cc(COc2c(F)cccc2F)on1
 : 0.0, -0.8, -0.2, -1.1, 0.5, -2.5, 1.9, -4.3, 1.0, -1.2, 7.5
> CCCCNC(=O)C1(C)CCN1C(=O)c1cccc(OC(C)=O)c1C (stereo not drawn)
 : -1.9, x, -0.3, -2.0, 0.4, 0.0, -8.6, 1.5, 2.9, -1.3, 2.6
> CCCCCCN1C[C@H](O)[C@@H](n2cc(-c3ccc(F)cc3)nn2)C[C@@H]1c1ccc(Cl)cc1
 : 4.3, -0.1, -2.6, 0.1, -0.7, -2.1, 1.5, 0.5, -0.8, -0.2, 0.0
> CNC(=O)COC(=O)c1cc(-c2ccc(OC)cc2)nc2ccccc12
 : 1.2, -0.9, -103.0, -0.5, -0.5, i, -0.1, -4.7, i, -0.7, 4.5
> Cn1c(Cl)cnc1C(O)c1ccccc1 (stereo not drawn)
 : 0.3, -0.3, -3.3, 0.3, -0.1, 1.2, -1.7, 1.9, 1.1, -1.7, 1.8
> Clc1ccc2nc(-c3ccc(Br)s3)cn2c1
 : 4.0, -2.1, -34.6, 14.9*, 3.5, -16.1, 1.5, 2.4, -22.4, 1.0*, 11.2*
> O=C([C@H]1O[C@@H](n2ccc(=O)[nH]c2=O)[C@H](O)[C@@H]1O)N1CCN(c2ccc(Cl)cn2)CC1
 : -1.5, x, -19.4, -1.1, -0.8, -5.8, -0.1, 1.6, -6.2, -1.4, 0.5
> COc1cc(C#N)c(N=C(SCC#N)N2CCOCC2)cc1OC
 : -1.8, -0.3, -7.8, -1.7, 0.0, -27.3, 3.5, 2.0, -41.4, -1.3, -0.2
> COc1ccc(-c2ccc(C#N)c(OC)n2)cc1
 : 0.8, x, -366.6, -2.1, -0.8, -111.0, 2.7, 2.0, -133.8, -1.8, 2.0
> Cc1nonc1CC(=O)NC1CC(C)(C)Cc2c1cnn2-c1ccc(F)cc1 (stereo not drawn)
 : -0.9, 0.7, -3.5, 2.8, 0.1, 0.9, 1.1, 3.7, -8.8, -1.1, -1.6
> CC1Cc2ccccc2N1C(=O)CN1C(=O)CN(C)C(=O)c2ccccc21 (stereo not drawn)
 : -5.3, 0.2, 3.1, -0.1, 0.8, 8.4, 1.4, -1.4, 2.1, 0.3, 3.6
> CC(C)Oc1ccc(C(=O)NCC(=O)OCC(=O)N(C)Cc2cccs2)cc1
 : 2.5, -1.1, -3.0, -0.5, 1.1, 0.4, -2.0, 2.9, -4.5, -1.3, 3.5
> Cc1ccc2nc(C(Cl)(Cl)Cl)nc(N/N=C/c3ccc([N+](=O)[O-])cc3)c2c1
 : -1.9, -0.9, 3.2, 2.4, -0.1, 2.8, -2.6, -2.5, -1.3, -1.0, -2.9
> C=CCc1ccccc1OCC(O)CN1CCN(Cc2ccc3c(c2)OCO3)CC1 (stereo not drawn)
 : -3.3&-4.1, 0.3&-0.3, -2.4&-0.5, -0.2&-0.7, -1.1&0.6, 1.3&3.2, 0.8&-3.1, -1.3&-1.0, -4.3&4.3, -1.1&-1.2, 1.2&-2.0
> O=S1(=O)N=C(c2ccccc2)C=C(c2ccccc2)N1
 : -0.1, 0.5, -6.9, -1.5, -1.5, -31.1, -7.4, -3.5, -37.4, -0.7, -0.2
